# Compound activity from PubChem.
# HTRA1 inhibitor = HTRA1 serine protease inhibitors, primary screen, biochemical, fluorescence polarization, HTS | Q92743 | recombinant HTRA1, FP-rhodamine activity-based probe | inhibition, % at 5.96 µM | actives 0.5% (n = 340,000) | AID 504803, 2011; in the data active = inhibition above about 36%;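 also: 0% = enzyme with DMSO and 100% = wells lacking enzyme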
# Target sequence (Q92743 whole entry, looked up): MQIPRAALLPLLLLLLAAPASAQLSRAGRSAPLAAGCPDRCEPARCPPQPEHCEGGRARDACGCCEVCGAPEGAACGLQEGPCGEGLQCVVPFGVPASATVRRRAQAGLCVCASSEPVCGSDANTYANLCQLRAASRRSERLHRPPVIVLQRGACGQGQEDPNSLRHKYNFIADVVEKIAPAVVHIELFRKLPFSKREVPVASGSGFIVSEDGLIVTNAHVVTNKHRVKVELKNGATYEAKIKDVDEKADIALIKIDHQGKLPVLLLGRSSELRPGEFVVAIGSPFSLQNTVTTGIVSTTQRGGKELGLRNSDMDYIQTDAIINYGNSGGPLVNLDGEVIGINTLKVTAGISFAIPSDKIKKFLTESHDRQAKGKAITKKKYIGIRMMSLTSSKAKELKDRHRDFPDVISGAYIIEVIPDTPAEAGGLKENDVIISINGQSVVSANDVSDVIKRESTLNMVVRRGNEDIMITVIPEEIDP
# PG9 binder = binders of HIV-1 gp120 antibody PG9, primary screen, biochemical, TR-FRET | HIV-1 gp120 / PG9 antibody interaction | TR-FRET gp120-PG9 antibody binding | inhibition, % at 6.7 µM | actives 0.43% (n = 360,000); in the data active = inhibition above about 8.5%
# ARFGAP1 inh = inhibitors of rat ARFGAP1 GAP activity, primary screen, biochemical, fluorescence polarization, GDP tracer | ADP-ribosylation factor GTPase-activating protein 1 (Rattus norvegicus), Q62848 | Arfgap1-stimulated ARF1 GTP hydrolysis, GDP FP detection | inhibition, % at 16.5 µM | actives 0.26% (n = 360,000);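 active = inhibition above a per-plate limit, mean inhibition of low control wells plus 3 SD, cut at about 25% in these data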;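 also: 0% = DMSO wells with enzyme and 100% = wells lacking Arfgap1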
# Target sequence (Q62848 1-136 limits assumed): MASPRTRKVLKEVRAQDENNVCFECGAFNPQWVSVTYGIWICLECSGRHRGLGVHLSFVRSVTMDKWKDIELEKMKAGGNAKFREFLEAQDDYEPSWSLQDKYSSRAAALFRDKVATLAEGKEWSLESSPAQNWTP
#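 system = rat Arfgap1 catalytic domain, aa 1-136 | technique = FP, GDP Alexa 633 tracer displaced from anti-GDP antibody, 620/688 nm | compound = one concentration, 16.5 µM, DMSO 1.26% | medium = HEPES-based buffer, pH 7.5 | timing = compound-enzyme preincubation 20 min, reaction 120 min, detection 60 min, 25 °C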
# ABHD4 inh = ABHD4 inhibitors, primary screen, biochemical, fluorescence polarization, mouse; actives 0.54% (n = 370,000); purified mABHD4, FP-Rh probe fluorescence polarization; inhibition, % at 8.92 µM;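 active = inhibition exceeding the mean over every tested compound plus 3 SD, cut at about 30% in these data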;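 also: 0% = plate median of compound wells and 100% = S159A mutant with DMSO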
# Target sequence (Q8VD66 whole entry, looked up): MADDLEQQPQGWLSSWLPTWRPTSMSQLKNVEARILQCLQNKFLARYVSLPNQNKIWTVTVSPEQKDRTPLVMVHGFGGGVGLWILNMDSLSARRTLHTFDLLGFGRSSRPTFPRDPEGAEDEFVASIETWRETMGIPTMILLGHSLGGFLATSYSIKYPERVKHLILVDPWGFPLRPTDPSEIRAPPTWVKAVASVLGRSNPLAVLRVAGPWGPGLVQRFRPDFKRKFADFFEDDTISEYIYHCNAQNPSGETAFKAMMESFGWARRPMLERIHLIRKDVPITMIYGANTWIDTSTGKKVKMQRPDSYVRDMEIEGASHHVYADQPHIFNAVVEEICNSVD
#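 Material: mouse ABHD4 enzyme, wild type; Benchmarks: S159A mutant high control, sample median low control; Buffer or medium: HEPES pH 7.0, NaCl, Pluronic buffer; Signal: fluorescence polarization; Read-out: percent inhibition of probe binding, normalized to plate controls; Timing: pre-incubation 45 min, probe exposure 60 min, at 25 °C; Dosing: 8.92 µM, single dose.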
# GC-B act = human GC-B receptor activators, primary screen, HEK293 GC-B cells, cGMP TR-FRET, EC30 CNP; AID 1920062, 2024; Atrial natriuretic peptide receptor 2 (Homo sapiens), P20594; activation, % at 10 µM; actives 0.11% (n = 370,000); 0% at EC30 CNP, 100% saturating CNP;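 active = activation at 10 µM reaching about 35% in either raw or pattern-adjusted values, limit read from the data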
# ASAP1 inh = inhibitors of human ASAP1 ArfGAP activity, primary screen, biochemical, fluorescence polarization | actives 0.19% (n = 360,000) | inhibition, % at 16.5 µM | ASAP1-stimulated ARF1 GTP hydrolysis, GDP FP detection | Arf-GAP with SH3 domain, ANK repeat and PH domain-containing protein 1 (Homo sapiens), …; in the data active = inhibition above about 25%;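 also: 0% = vehicle with enzyme and substrate and 100% = no enzyme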
# GC-A act = GC-A stimulated cGMP production enhancers – HEK293 GC-A cells, cGMP TR-FRET, EC30 ANP, primary screen; Atrial natriuretic peptide receptor 1 (Homo sapiens), P16066; 0% at EC30 ANP, 100% saturating ANP; activation, % at 10 µM; actives 0.14% (n = 370,000); in the data active = activation above about 40%
# NR1D1 modulator = modulators of Rev-erb alpha DNA binding, primary screen, biochemical, FITC-DNA, fluorescence polarization, uHTS; Nuclear receptor subfamily 1 group D member 1 (Homo sapiens), P20393; Rev-erbα–FITC-DNA binding, 90 min; activity, % at 10 µM; actives 0.79% (n = 370,000); AID 1259318, 2017;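 active = activity above about 14%, limit read from the data; passing the limit was not always enough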;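 also: 0% = DMSO wells with 35 nM protein and 100% = DMSO wells with 750 nM protein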
# rCAG binder = binders of r(CAG) RNA repeats, primary screen, biochemical, fluorescence; r(CAG) RNA repeat, TO-PRO-1 dye displacement fluorescence; inhibition, % at 3 µM; actives 1.3% (n = 370,000); AID 651821, 2012;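 active = inhibition above the plate cutoff, the mean of all test compounds on that plate plus 3 SD, cut at about 35% in these data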;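 also: 0% = DMSO alone and 100% = 100 µM mitoxantrone as full dye displacement; higher means more dye released from RNA so lower well fluorescence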
# SMARCA2 act = SMARCA2 (BRM) function activators, primary screen, cell-based, luminescence, high throughput | activation, % at 9.1 µM | actives 1% (n = 370,000) | MG213 cells, MMTV-luciferase reporter, dexamethasone, overnight | AID 652017, 2013; in the data active = activation above about 7.8%;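 also: 0% = vehicle wells and 100% = reference activator wells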
# Numbers without * were called inactive; . = no result given.
SMILES,HTRA1 inhibitor,PG9 binder,ARFGAP1 inh,ABHD4 inh,GC-B act,ASAP1 inh,GC-A act,NR1D1 modulator,rCAG binder,SMARCA2 act
CC1CCCC(NC(=S)Nc2ccc(SC(F)F)cc2)C1C (stereo unspecified),-11,-0.3,13,-20,8,7,2,3,-1,-2
OC(c1ccccc1)c1ncc(-c2cccc(C(F)(F)F)c2)[nH]1 (stereo unspecified),.,0.0,6,-20,-12,-6,-1,6,1,-1
CC(=O)NCc1ccc(S(=O)(=O)NC(C(=O)O)C(C)C)cc1 (stereo unspecified),5,-0.2,2,0,0,-12,0,-2,1,-3
O=C(O)/C=C/C(=O)NC1CCCCCCCCCCC1,7,0.3,10,3,2,-2,-3,-1,14,-4
Cc1ccc(C(=O)C(OC(=O)COc2ccccc2C)c2ccccc2)cc1 (stereo unspecified),-31,-1.9,4,-12,3,13,0,1,2,-2
CC1Cc2ccccc2N1C(=O)CN1C(=O)NC(C)(CCc2ccccc2)C1=O (stereo unspecified),6,0.0,-4,-3,3,2,0,1,-4,-2
CC1CCC2C(C1)c1sc(=O)[nH]c1SC2(C)C (stereo unspecified),-12,-0.2,-2,2,5,15,3,-4,-2,-5
O=C(NC[C@@H]1CCCO1)c1cccc2c1C(=O)c1ccc(Cl)cc1S2(=O)=O,7,-1.3,1,2,4,14,0,-4,-1,0
O=C(CSc1nnc(-c2ccco2)n1CC1CCCO1)c1ccc(F)cc1 (stereo unspecified),1,-0.7,0,-1,-3,1,-3,0,-1,2
COCCN(C(=O)C1CC(=O)N(Cc2ccc(C)cc2)C1)c1c(N)n(CC(C)C)c(=O)[nH]c1=O (stereo unspecified),0,1.2,-12,-4,8,-1,1,0,0,2
CCOC(=O)c1[nH]c(C)c(C(=O)OCc2ccccc2F)c1C,-7,0.6,-10,-13,-2,21,8,4,-1,2
C=CCC[C@@H](Cc1ccc(F)cc1)C(=O)OC[C@@H](NC(=O)[C@H](CC=C)CC(=O)N(CCO)Cc1ccccc1)c1ccccc1,-73,-0.8,-2,-22,-6,4,-6,-3,1,0
CC1c2[nH]c3ccccc3c2C[C@H]2C(=O)N(CCCO)CC(=O)N12 (stereo partly specified),4,-0.3,-16,0,2,10,1,-2,-2,-1
O=C(COc1ccc(C(=O)NCCc2ccccc2)cc1)Nc1ccccc1,6,-1.9,-2,1,-3,10,-1,2,-4,-4
CC(=O)NC(C)C(=O)OCC(=O)c1ccc(-c2ccccc2)cc1 (stereo unspecified),-20,0.2,14,-2,-2,-8,6,7,5,1
C#CCN(CC=C)C(=O)c1cccc(OC2CCN(S(C)(=O)=O)CC2)c1,-3,-1.3,3,-5,1,-18,5,3,-4,5
CCN(CC)CCn1c2c(c(SCC(=O)Nc3ccc4c(c3)OCCO4)nc1=O)CCC2,1,-1.0,4,-2,-4,-14,1,2,-8,-1
Fc1ccccc1-c1nnc2ccc3ccccc3n12,10,-1.4,6,1,3,-6,2,-1,-4,-3
Cc1ccc(C(=O)NCCc2nnc3ccc(N4CCCC4)nn23)cc1,1,-0.5,3,3,-4,-5,0,1,-3,0
CCOC(=O)C1=C(O)C(=O)N(CCCn2ccnc2)C1c1ccc(C)cc1 (stereo unspecified),-2,-2.3,1,4,0,-2,1,1,-2,-1
COc1ccc(-c2c[n+]3c(n2-c2ccccc2)SCC3)cc1,0,2.1,5,-24,4,-3,7,2,0,-8
O=C1CN(C(=O)CN2CCN(S(=O)(=O)c3ccccc3F)CC2)c2ccccc2N1,-2,0.4,2,2,-3,6,1,-9,1,2
COc1cccc(NC(=O)COC(=O)c2ccccc2C(=O)N2CCN(c3ccccc3)CC2)c1,7,1.8,-13,0,-1,4,-5,6,-8,-4
COC(=O)c1sc(N)c(C(=O)OC)c1COC(=O)CCNS(=O)(=O)c1ccc(C)cc1,-26,-1.6,0,-2,-5,6,-10,1,5,-2
COc1ccccc1NC(=O)c1ccc(NC(=O)Cc2n[nH]c(=O)c3ccccc23)cc1,-18,11*,12,-2,-13,7,-2,4,4,-3
CCCn1c(SCC(=O)c2cc(C)c(C)cc2C)n[nH]c1=O,-3,-0.6,7,-1,-8,-8,2,2,-1,1
COc1ccc(C(=O)Nc2ccc3c(c2)OCCO3)c(OC)c1,-1,1.5,18,-6,-2,-7,-3,3,-1,14*
CN(C)c1ccc(NC(=S)c2ccc3ccccc3n2)cc1,12,-1.0,7,9,3,4,9,3,6,4
O=C(CCl)NNc1nc(-c2ccccc2)c2cc(Cl)ccc2n1,-10,-0.1,-5,7,-6,2,-8,-2,1,-3
Cc1nn(-c2ccccc2)c(N2CCCC2)c1/C=C1\N=C(c2ccccc2)OC1=O,-6,-1.7,14,0,0,-6,-18,1,-2,-2
CC(=O)c1c(C(C)=O)c(C)n(-c2nc(-c3ccccc3)c(C)s2)c1C,-2,2.4,5,8,9,-14,3,-2,0,0
O=C(NNC(=O)c1ccccc1)C(=O)N1CCCCC1,4,-2.1,-4,10,-4,3,0,2,-1,2
COc1cc(C(=O)NCc2nnc(SCC(=O)N3CCCC3)o2)cc(OC)c1OC,3,1.7,7,3,4,9,2,-4,0,0
COc1ccc(S(=O)(=O)N2CCN(C(=O)/C=C/c3ccco3)CC2)cc1,-3,1.0,1,9,-5,-5,2,1,12,0
CCOc1ccc2oc(C(=O)OCC(=O)NC3CCCCC3)c(C)c2c1,-10,-1.6,3,4,2,2,3,-5,7,-5
Cc1ccc(S(=O)(=O)N2CCCCC2)cc1NC(=O)c1ccc(Br)o1,-12,-2.7,16,-1,2,14,-1,0,0,3
NS(=O)(=O)c1ccc(NC(=O)c2ccc3c(c2)CCN3S(=O)(=O)c2ccccc2)cc1,-23,1.1,8,-25,-3,5,2,-1,25,-2
CN1CCN(C(=O)/C=C/c2cccc(Cl)c2)CC1,1,0.4,3,2,2,1,1,-1,-3,0
CCC(CC)C(=O)Nc1ccc(C)cc1O,-1,-1.8,9,1,-1,12,-2,-1,0,-1
O=C(CSc1nnnn1C1CC1)N1CCN(c2cccc(Cl)c2)CC1,-5,-0.2,-9,6,1,-17,0,-8,-3,-2

# Sorted by formula weight (descending): four of the compounds above.
SMILES,HTRA1 inhibitor,PG9 binder,ARFGAP1 inh,ABHD4 inh,GC-B act,ASAP1 inh,GC-A act,NR1D1 modulator,rCAG binder,SMARCA2 act
O=C1CN(C(=O)CN2CCN(S(=O)(=O)c3ccccc3F)CC2)c2ccccc2N1,-2,0.4,2,2,-3,6,1,-9,1,2
CCOc1ccc2oc(C(=O)OCC(=O)NC3CCCCC3)c(C)c2c1,-10,-1.6,3,4,2,2,3,-5,7,-5
CC(=O)c1c(C(C)=O)c(C)n(-c2nc(-c3ccccc3)c(C)s2)c1C,-2,2.4,5,8,9,-14,3,-2,0,0
CCOC(=O)c1[nH]c(C)c(C(=O)OCc2ccccc2F)c1C,-7,0.6,-10,-13,-2,21,8,4,-1,2

# More results follow:
SMILES,HTRA1 inhibitor,PG9 binder,ARFGAP1 inh,ABHD4 inh,GC-B act,ASAP1 inh,GC-A act,NR1D1 modulator,rCAG binder,SMARCA2 act
O=C(N/N=C/c1ccc(O)cc1)c1cccc(N/N=C/c2ccc(O)cc2)c1,17,-2.1,16,8,-2,7,-5,-7,19,7
COc1ccc(S(=O)(=O)N(C(=O)c2ccco2)c2cc3sc(=O)oc3c3ccccc23)cc1,22,2.4,6,54*,-5,3,-6,5,98*,-5
O=P(O)(c1ccc(Cl)cc1)c1ccc(Cl)cc1,-6,0.1,-23,-6,1,-19,7,2,3,1
CCOC(=O)Nc1ccc2c(COC(=O)CNS(=O)(=O)c3ccc(NC(C)=O)cc3)cc(=O)oc2c1,-3,6.0,6,-1,3,-7,9,54*,13,1
COC(=O)[C@H]1[C@H](CCc2ccccc2)NC(=O)N(Cc2ccccc2)[C@@H]1C,-8,0.2,18,3,1,2,-1,-3,-8,0
CCn1c(=O)n(CC)c2cc(S(=O)(=O)Nc3cc(C)cc(C)c3C#N)ccc21,-5,1.4,-1,-1,-6,4,-2,2,26,-1
N/C(=N\OC(=O)CN1C(=O)c2ccccc2C1=O)c1ccc(Cl)cc1,-5,-0.3,10,3,-4,13,-2,-1,-5,-4
NC(=O)c1cc(C(N)=O)nc(Cl)n1,2,0.1,6,-4,-6,0,-2,5,-1,-3
COc1ccc(-n2c(SCC(N)=O)nnc2-c2ccc(NS(=O)(=O)c3ccc(C)cc3)cc2)cc1,-2,-3.0,9,2,-1,6,-7,-3,9,-1
Cc1ccc(OCC(C)CN2CCC(C(O)(c3ccccc3)c3ccccc3)CC2)cc1 (stereo unspecified),.,.,.,3,-5,.,-14,-1,2,-6
O=C(CCC(=O)N(CC(=O)NC1CCCCC1)c1ccc(F)cc1)Nc1nccs1,-6,-0.4,4,8,-1,-5,2,-2,-3,-1
COC(=O)N1C[C@H](Oc2cccc3ccccc23)[C@H]2C[C@@H]1c1ccccc1O2,.,-1.2,-9,-15,0,3,-1,1,3,-1
CC(C)Oc1ccc(CNC(=O)C2CCN(C(=O)N3CCOc4ccccc43)CC2)cc1,-2,-1.0,-15,4,7,-5,1,-1,0,-2
CCOC(=O)C1=C(C)Nc2nc(=S)[nH]n2C1c1ccc(Cl)cc1 (stereo unspecified),-5,0.7,-4,3,-6,-8,-6,-4,12,1
COc1ccc(C)c2sc(N(CCCN(C)C)C(=O)c3ccc(S(=O)(=O)N4CCc5ccccc5C4)cc3)nc12,-6,1.5,-2,23,-2,9,-8,-3,8,-9
COc1cc(C(=O)Nc2nnc(C)s2)c([N+](=O)[O-])cc1OC,6,-1.5,-3,3,0,3,-1,7,3,-2
COc1ccc(S[C@]2(C(=O)N3CCCC3)CC(=O)N(S(=O)(=O)c3ccc(F)cc3)[C@@H]2c2ccc(OC)cc2)cc1,.,.,.,-1,-3,.,0,-2,11,-4
COCCCn1cnc2c(c1=O)c1nc3ccccc3nc1n2-c1ccccc1,0,3.1,1,-11,0,10,-5,2,4,0
COc1ccc(C(=O)Nc2ccc3nc(N4CCN(C)CC4)cc(C)c3c2)c(OC)c1,7,-1.9,50*,7,-1,37*,5,2,5,2
O=C(O)c1cccc2c1Cc1cc(Cl)ccc1-2,-12,0.1,4,-9,-2,-10,-2,-4,3,-2
CCCS(=O)(=O)N1CCCC(C(=O)NCCN(Cc2ccccc2)C(C)C)C1 (stereo unspecified),1,1.9,-6,-4,1,6,1,-3,-4,2
COC(=O)c1c(Cc2ccccc2Cl)c[nH]c1C,-6,0.6,1,-1,-3,-1,2,-2,-4,-4
COc1cc(C(C)=O)ccc1Oc1ccc(S(=O)(=O)N2CCOCC2)cn1,-7,-0.2,11,2,1,-11,0,-7,1,0
